Spn DPM-DC inh: S. pneumoniae DPM-DC inhibitors, primary screen, biochemical, PK/LDH-coupled NADH fluorescence; diphosphomevalonate decarboxylase (Streptococcus pneumoniae D39); purified DPM-DC; calls only at 10 µM; 65,000 compounds, 0.49% hits; AID 556, 2006;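 active = the 320 compounds with the highest percent inhibition in the single-dose primary screen, excluding strongly autofluorescent ones, cut at about 32% in these data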;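 note: kinetic rate of NADH fluorescence loss reporting ADP formed by the decarboxylase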
HT1080 viability: cytotoxicity in HT1080 fibrosarcoma cells, cell-based, fluorescence readout (AID 620) | HT1080 viability, fluorescence; higher % means a stronger effect | one-dose cytotoxicity, % at 10 µM; EC50 in µM for titrated hits | 87,000 compounds, 0.42% hits;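 note: cells exposed to compound overnight then 4 h with Alamar Blue; 0% = vehicle DMSO and 100% = killing control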
Bfl-1 displacement: Bfl-1 inhibitors, primary screen, biochemical, fluorescence polarization, FITC-Bid, mouse (AID 432); Bcl-2-related protein A1 (Mus musculus); FITC-Bid BH3 peptide fluorescence polarization displacement; higher % means a stronger effect; displacement, % at 20 µM, or IC50 in µM where a hit was titrated; 64,000 compounds, 0.02% hits; in the data active = a potency from the dose series; inactive = the rest, 99 in 100 with displacement below about 15%; note: strong numbers were not always called active
PMK inhibit: S. pneumoniae PMK inhibitors, primary screen, biochemical, mevalonate pathway, pilot trial included; purified PMK, PK/LDH-coupled NADH absorbance 340 nm; inhibition, % at 10 µM; 65,000 compounds, 0.49% hits;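 active = top-ranked compounds by inhibition in the single 10 µM screen, taking a fixed number of the strongest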;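 note: 0% = full reaction with DMSO carrier and 100% = background rate without enzyme reaction; no value below 0 was filed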
Spn MK inh: S. pneumoniae MK inhibitors, primary screen, biochemical, PK/LDH-coupled NADH absorbance. AID 555, 2006. inhibition, % at 10 µM. 65,000 compounds, 0.48% hits. mevalonate kinase [Streptococcus pneumoniae D39]. purified MK, PK/LDH-coupled NADH absorbance 340 nm;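 active = ranked among the strongest by inhibition in the single 10 µM screen, a fixed top-ranked set picked for dose follow-up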; note: no value below 0 was filed
HPDE-C7K KRASV12: cytotoxicity in KRAS-transformed pancreatic duct cells, primary screen, cell-based, fluorescence, HTS (AID 431) | HPDE-C7K KRASV12 cells, Alamar Blue viability, 48 h; higher % means a stronger effect | one-dose cytotoxicity, % at 10 µM; EC50 in µM for titrated hits | 63,000 compounds, 1.7% hits;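 active = compounds whose percent cytotoxicity in the single-dose primary screen, scaled between solvent and toxic-drug controls, exceeds 50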;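 note: 0% = DMSO solvent wells and 100% = doxorubicin-treated wells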
HPDE-C7 viability: cytotoxicity in HPDE-C7 cells, cell-based, fluorescence, HTS (AID 430). HPDE-C7 pancreatic duct cells viability, fluorescence; higher % means a stronger effect. one-dose cytotoxicity, % at 10 µM; EC50 in µM for titrated hits. 63,000 compounds, 1.8% hits;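 note: cells exposed to compound for 48 hours before viability readout; 0% = vehicle and 100% = reference cytotoxic drug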
LYP inhibition: LYP phosphatase inhibitors, primary screen, biochemical, DiFMUP fluorescence, recombinant catalytic domain, 10 µM (AID 606); Tyrosine-protein phosphatase non-receptor type 22 (Homo sapiens); recombinant LYP catalytic domain, DiFMUP fluorescence; higher % means a stronger effect; inhibition, % at 10 µM, or IC50 in µM where a hit was titrated; 52,000 tested, under 10 active;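 active = IC50 under 40 µM in the dose-response test; inactive = IC50 of 40 µM or more, or never dose-tested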
Alkaline phosphatase: human TNAP enzyme inhibitors, biochemical, luminescent (AID 518). Alkaline phosphatase, tissue-nonspecific isozyme (Homo sapiens). purified TNAP enzyme, luminescent substrate readout; higher % means a stronger effect. inhibition, % at 20 µM, or IC50 in µM where a hit was titrated. 64,000 compounds, 0.09% hits; in the data active = a potency from the dose series; inactive = the rest, 99 in 100 with inhibition below about 22%;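 note: plate controls were vehicle for no effect and reference inhibitor for full effect; many of its hits are not listed in these tables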
PMK inhibit pilot replicates: second read-out of PMK inhibit, no call of its own (marks repeat the call); inhibition, %; measured here: pilot screen replicates
Spn MK inh pilot replicates: recorded beside Spn MK inh, whose call it bears; inhibition, %; measured here: pilot screen replicates
Spn DPM-DC inh pilot screen %: further read-out of Spn DPM-DC inh, marked with its call; inhibition, %; measured here: pilot screen trials
* = called active by the depositor; i = inactive; · = not tested or not shown. Cut-off read from the data, not from the text of the source, unless noted: active = cytotoxicity above about 50%; inactive = the rest.

SMILES | Spn DPM-DC inh | HT1080 viability | Bfl-1 displacement | PMK inhibit | Spn MK inh | HPDE-C7K KRASV12 | HPDE-C7 viability | LYP inhibition | Alkaline phosphatase | others
COc1cccc2cc(NC(=O)C3CCCCC3)c(=O)oc12 | i | · | 5% | 10 | 1 | -7% | -15% | · | 8%
O=C(O)c1cc(S(=O)(=O)N2CCCCCC2)ccc1Cl | i | -7% | -10% | 0 | 11 | -4% | -1% | · | 13%
CCOC(=O)c1ccc(Oc2nc(SC)nc(N(C)C)n2)cc1 | i | 9% | -5% | 0 | 0 | -21% | -24% | 11% | 9% | PMK inhibit pilot replicates=0.0;Spn MK inh pilot replicates=1.0;Spn DPM-DC inh pilot screen %=0.0
COc1ccccc1N=c1oc2cc(O)ccc2cc1C(N)=O | i | -2% | -19% | 11 | 5 | 20% | 18% | · | 0%
O=C(Nc1ccc2snnc2c1)N1CCSCC1 | i | -6% | -3% | 0 | 5 | -2% | 6% | 5% | 8% | PMK inhibit pilot replicates=2.5;Spn MK inh pilot replicates=5.5;Spn DPM-DC inh pilot screen %=6.0
Cn1c2c(c(=O)n(C)c1=O)C(NC(=O)c1ccco1)(C(F)(F)F)C(=O)N2 (stereo not drawn) | i | -10% | -5% | 4 | 7 | -12% | -22% | · | 1%
Cc1nnc2ccc(N3CCC4(CC3)OCCO4)nn12 | i | -18% | -11% | 15 | 9 | 2% | -15% | 8% | 20% | PMK inhibit pilot replicates=2.5;Spn MK inh pilot replicates=0.0;Spn DPM-DC inh pilot screen %=2.0
O=C(CSc1nc2ccccc2c(=O)[nH]1)Nc1ccc(S(=O)(=O)N2CCCC2)cc1 | i | -24% | 2% | 4 | 2 | -13% | -17% | -9% | 10%
CC(=O)Nc1ccc(Oc2nc(C)cc(C)n2)cc1 | i | -4% | -2% | 7 | 5 | -4% | -6% | -6% | 2%
O=c1c2cc3c(=O)n(CC4CCCO4)c(=O)c3cc2c(=O)n1CC1CCCO1 (stereo not drawn) | i | 0% | -7% | 14 | 0 | -2% | -5% | -2% | 5%
COc1ccc(S(=O)(=O)Nc2ccc(S(=O)(=O)N3CCOCC3)cc2)cc1C | i | -14% | -5% | 12 | 12 | -20% | 1% | 17% | 20%
COc1ccc(C(=O)N=c2nc3ccccn3s2)cc1 | i | -1% | 2% | 5 | 4 | 10% | 1% | 4% | 5%
O=C(Cc1c(O)c2ccccc2[nH]c1=O)NCc1ccccc1F | i | 0% | -7% | 14 | 0 | -5% | -5% | -5% | 17%
O=C1OC(N2CCN(C/C=C/c3ccccc3)CC2)c2ccccc21 (stereo not drawn) | i | · | -7% | 3 | 6 | 10% | 5% | · | 8%
CC12CC(NC(=O)N1c1cccc(C(=O)N3CCN(c4ccccn4)CC3)c1)c1ccccc1O2 (stereo not drawn) | i | · | -3% | 21 | 0 | 5% | 2% | 17% | 4%

Reprinted from above for reference:
SMILES | Spn DPM-DC inh | HT1080 viability | Bfl-1 displacement | PMK inhibit | Spn MK inh | HPDE-C7K KRASV12 | HPDE-C7 viability | LYP inhibition | Alkaline phosphatase | others
COc1cccc2cc(NC(=O)C3CCCCC3)c(=O)oc12 | i | · | 5% | 10 | 1 | -7% | -15% | · | 8%
O=C(O)c1cc(S(=O)(=O)N2CCCCCC2)ccc1Cl | i | -7% | -10% | 0 | 11 | -4% | -1% | · | 13%
CCOC(=O)c1ccc(Oc2nc(SC)nc(N(C)C)n2)cc1 | i | 9% | -5% | 0 | 0 | -21% | -24% | 11% | 9% | PMK inhibit pilot replicates=0.0;Spn MK inh pilot replicates=1.0;Spn DPM-DC inh pilot screen %=0.0
COc1ccccc1N=c1oc2cc(O)ccc2cc1C(N)=O | i | -2% | -19% | 11 | 5 | 20% | 18% | · | 0%
O=C(Nc1ccc2snnc2c1)N1CCSCC1 | i | -6% | -3% | 0 | 5 | -2% | 6% | 5% | 8% | PMK inhibit pilot replicates=2.5;Spn MK inh pilot replicates=5.5;Spn DPM-DC inh pilot screen %=6.0
Cn1c2c(c(=O)n(C)c1=O)C(NC(=O)c1ccco1)(C(F)(F)F)C(=O)N2 (stereo not drawn) | i | -10% | -5% | 4 | 7 | -12% | -22% | · | 1%
Cc1nnc2ccc(N3CCC4(CC3)OCCO4)nn12 | i | -18% | -11% | 15 | 9 | 2% | -15% | 8% | 20% | PMK inhibit pilot replicates=2.5;Spn MK inh pilot replicates=0.0;Spn DPM-DC inh pilot screen %=2.0
O=C(CSc1nc2ccccc2c(=O)[nH]1)Nc1ccc(S(=O)(=O)N2CCCC2)cc1 | i | -24% | 2% | 4 | 2 | -13% | -17% | -9% | 10%
CC(=O)Nc1ccc(Oc2nc(C)cc(C)n2)cc1 | i | -4% | -2% | 7 | 5 | -4% | -6% | -6% | 2%
O=c1c2cc3c(=O)n(CC4CCCO4)c(=O)c3cc2c(=O)n1CC1CCCO1 (stereo not drawn) | i | 0% | -7% | 14 | 0 | -2% | -5% | -2% | 5%
COc1ccc(S(=O)(=O)Nc2ccc(S(=O)(=O)N3CCOCC3)cc2)cc1C | i | -14% | -5% | 12 | 12 | -20% | 1% | 17% | 20%

Next section:
SMILES | Spn DPM-DC inh | HT1080 viability | Bfl-1 displacement | PMK inhibit | Spn MK inh | HPDE-C7K KRASV12 | HPDE-C7 viability | LYP inhibition | Alkaline phosphatase | others
COc1ccccc1NC(=O)c1nc[nH]c1C(=O)Nc1ccccc1OC | i | 15% | 0% | 14 | 7 | 10% | 17% | 4% | 4%
O=C(O)C1[C@H]2C(=O)N(C3CCCC3)C[C@]23C=C[C@H]1O3 (stereo partly drawn) | i | -7% | -1% | 12 | 4 | · | · | · | 7%
N#CCn1nnc(-c2ccc3c(c2)OCO3)n1 | i | -4% | -6% | 10 | 9 | 0% | 3% | 14% | 7%
CCOCC(=O)Nc1ccccc1C(=O)OCC | i | -4% | -9% | 13 | 6 | -1% | -3% | 6% | 9%
COC(=O)C1=C(C)Nc2nnnn2C1c1ccco1 (stereo not drawn) | i | 1% | -2% | 2 | 4 | 6% | -4% | 8% | 6%
CC(Sc1nc2ccccc2o1)C(=O)O (stereo not drawn) | i | 23% | 1% | 4 | 12 | 1% | 8% | 1% | 11%
Cc1ccccc1N1C(N)=NC(N)=NC1(C)C | i | 4% | -2% | 10 | 0 | -2% | 4% | -14% | 11% | PMK inhibit pilot replicates=5.5;Spn MK inh pilot replicates=4.0;Spn DPM-DC inh pilot screen %=5.5
CCOC(=O)N1CCC(NC(=O)CC(NS(=O)(=O)c2ccc(Cl)cc2)c2ccco2)CC1 (stereo not drawn) | i | 4% | 2% | 0 | 0 | 8% | -6% | · | 10%
O=C(CN(CCc1ccccc1)C(=O)CNS(=O)(=O)c1ccccc1)NCc1ccco1 | i | -2% | -8% | 6 | 11 | 2% | 0% | 3% | 4%
O=C(CSc1nnc(CNc2ccc(F)cc2)n1Cc1ccccc1)N1CCOCC1 | i | -1% | 1% | 9 | 5 | 16% | -3% | -18% | 11%
CCOc1ccc(N2C(=O)c3ccc(C(=O)OCc4c(C)noc4C)cc3C2=O)cc1 | i | 2% | -4% | 13 | 6 | -4% | -4% | · | 5%
Cc1ccc(N2CC(C(=O)Nc3nnc(C(C)C)s3)CC2=O)cc1 (stereo not drawn) | i | -6% | 2% | 1 | 0 | 12% | 3% | · | 7%
Clc1ccccc1-c1nnc2sc(-c3ccncc3)nn12 | i | -1% | 8% | 0 | 0 | 3% | -13% | 15% | -2%
N#Cc1ccc(-c2ccc(OCC(O)Cn3nnc4ccccc43)cc2)cc1 (stereo not drawn) | i | 4% | -1% | 0 | 12 | 14% | 29% | · | 7%
CCCC(C(=O)NC1CCCC1)N(C(=O)Cn1nnc(-c2ccc(C)o2)n1)c1ccccc1OC (stereo not drawn) | i | 29% | -1% | 2 | 3 | -12% | -11% | 10% | 7%
CCn1c(O)c(C2=NCCCC2)c2ccccc21 | i | 1% | 7% | 11 | 7 | -3% | -2% | 5% | 11%
COc1ccc(OC)c(-c2cc(C(=O)Nc3cccc(Cl)c3)no2)c1 | · | 15% | 8% | 13 | 2 | 21% | 29% | 10% | 11%
CCOC(=O)c1[nH]c(C)c(C)c1C | i | 12% | -2% | 1 | 10 | -5% | -11% | -11% | 2%
COc1cccc(C(=O)Nc2ccccc2N2CCOCC2)c1 | i | -2% | -7% | 7 | 17 | 9% | 3% | 14% | 8%
CCCc1nc2c(nnn2Cc2ccccc2)c(=O)[nH]1 | i | -3% | 2% | 4 | 13 | -28% | -18% | -2% | 12%
COc1cccc(C(=O)Nc2ccc(NC(=O)C(C)(C)C)cn2)c1 | i | 7% | -3% | 2 | 5 | 20% | 2% | 13% | 12% | PMK inhibit pilot replicates=3.0;Spn MK inh pilot replicates=4.5;Spn DPM-DC inh pilot screen %=0.0
O=C(NC1CCCC1)C(NS(=O)(=O)c1cccc2nsnc12)c1ccccc1 (stereo not drawn) | i | -9% | -3% | 17 | 2 | -11% | -1% | 11% | 13% | PMK inhibit pilot replicates=9.0;Spn MK inh pilot replicates=5.0;Spn DPM-DC inh pilot screen %=1.5
COc1cc(C(=O)OCC(=O)Nc2c(F)c(F)c(F)c(F)c2F)cc(OC)c1OC | i | 11% | -7% | 4 | 3 | -13% | -10% | -3% | 5%
Cc1onc(-c2c(F)cccc2Cl)c1C(=O)NCCc1ccc(S(N)(=O)=O)cc1 | i | -2% | -3% | 9 | 14 | -7% | -24% | 18% | 14%
CC(C)n1c(=S)[nH]c2c1c(=O)[nH]c(=O)n2C | i | · | -3% | 4 | 14 | -17% | -20% | · | -1%
Cc1cc(C)cc(N(CC(=O)N2CCn3c2nc2ccccc23)S(=O)(=O)c2c(C)noc2C)c1 | i | 1% | 5% | 6 | 0 | -14% | -18% | 6% | 5%
COc1ccc(-c2nnc(SCC(=O)c3[nH]c(C)c(C(C)=O)c3C)o2)cc1 | i | 17% | 2% | 10 | 5 | -1% | 1% | 15% | 2%
CCCCOCCCNC(=O)N[C@H](C(=O)OC)C(C)C | i | 16% | -2% | 3 | 11 | -18% | -18% | · | 3%
COc1ccc(OC)c(NC(=O)C2CCC(CNc3c(N4CCC(C)CC4)c(=O)c3=O)CC2)c1 (stereo not drawn) | i | 11% | -8% | 4 | 5 | -1% | -21% | 12% | -5%
Cc1c(C(=O)NC(C)CN2CCCCC2)oc2ccccc12 (stereo not drawn) | i | 2% | -3% | 0 | 4 | -16% | -2% | 9% | 5%
COC(=O)c1c(C)[nH]c(C)c1-c1ccccc1 | i | 24% | 7% | 8 | 1 | -10% | 2% | 18% | 5%

High-throughput results deposited in PubChem BioAssay by several laboratories.

The order is random; about 3.5% have a hit in one of these screens.
